KCNQ1 act: potentiators or activators of KCNQ1 channel, primary screen, cell-based, thallium flux, high-throughput; 0.35% of 310,000 active; Potassium voltage-gated channel subfamily KQT member 1 (Homo sapiens), P51787; AID 2648, 2010; CHO-K1 KCNQ1, thallium flux FluxOR fluorescence; hits give high values; B-score at 10 µM;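 active = fluorescence ratio B-score, a plate-corrected score, at least three library SD, with initial intensity B-score within 5 SD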
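Test system: CHO-K1 cells stably expressing KCNQ1 / Medium: assay buffer / Also added: depolarizing K+/Tl+ stimulus, K2SO4 and Tl2SO4 each 12.5 mM in 5x stock / Incubation: 90 min dye loading and 20 min compound exposure, both at room temperature / Signal: thallium influx via FluxOR fluorescence, kinetic imaging / Evaluation: B score of baseline-normalized fluorescence ratio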
RGS4 inh: RGS4 inhibitors, primary screen, cell-based, HEK293 M3R inducible RGS4, calcium flux | Fluo-4 calcium flux; hits give high values; triggered by carbachol at its EC20 | B-score at 10 µM | Regulator of G-protein signaling 4 (Homo sapiens), P49798 | 0.45% of 310,000 active;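 active = B-score, a plate-corrected calcium signal, over three deviations above library mean, with baseline fluorescence within five deviations of library mean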;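 also: RGS4 expression induced by doxycycline in cells with stable M3 receptor; B-score is computed from the integrated fluorescence ratio over baseline after carbachol; higher B-score means a larger calcium signal and so more RGS4 inhibition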
SKKanGAS inh: S. pyogenes SKKanGAS growth inhibitors in kanamycin, primary screen, streptokinase expression inhibitor project, SKKanGAS strain, BacTiter-Glo luminescence; 1.3% of 300,000 active; AID 1662, 2009; 6 h; inhibition, % at 7.5 µM;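 active = mean replicate score, as percent of positive control median, at least 50; inconclusive = mean below 50 but one replicate at or above 50; inactive = mean and every replicate below 50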;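 also: strain carries kanamycin resistance gene driven by streptokinase promoter and grows in 40 µg/ml kanamycin; loss of luminescence reflects streptokinase promoter inhibition or plain growth inhibition; 0% = median of DMSO wells and 100% = positive control at its reference dose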
KCNQ1 block: inhibitors of human KCNQ1 channel, primary screen, cell-based, thallium flux, high-throughput; B-score at 10 µM; CHO-K1 KCNQ1, FluxOR thallium flux fluorescence; hits give high values; 1.3% of 310,000 active; AID 2642, 2010;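 active = compounds whose thallium flux B-score, printed positive for inhibition, exceeds three library SD while starting fluorescence stays within three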;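 also: channel opened by potassium depolarization with thallium stimulus after 20 min compound exposure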
ANO1 block: TMEM16A chloride channel inhibitors, primary screen, cell-based, HTS. HEK293 TMEM16A/YFP iodide influx fluorescence, ionomycin. normalized B-score (activity score, 25-100; higher = stronger inhibition) at 10 µM. 1.2% of 310,000 active;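 active = ratio plate-corrected score three or more library SD toward inhibition, starting fluorescence score within five deviations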;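 also: score derived from kinetic fluorescence span divided by baseline fluorescence per well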
HDAC3 inhib: HDAC3 deacetylase inhibitors, primary screen, biochemical, fluorescence, cell-free homogeneous. AID 2718, 2010. inhibition, % at 8.3 µM. recombinant HDAC3, fluorogenic peptide/trypsin coupled. 0.15% of 320,000 active; in the data active = inhibition above about 26%, passing the limit was not always enough; inconclusive = no clear call, values can overlap the other calls
KCNK9 block: KCNK9 potassium channel inhibitors, primary screen, HEK293 cells, thallium flux; Potassium channel subfamily K member 9 (Homo sapiens), Q9NPC2; B-score at 10 µM; AID 488922, 2010; 1.2% of 310,000 active; FluxOR thallium flux fluorescence; hits give low values;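 active = ratio B-score over 3 SD below the library mean, with starting fluorescence within 5 SD of its mean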;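 also: negative B-score means less thallium flux so channel inhibition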
KCNK3 block: human KCNK3 channel inhibitors, primary screen, CHO cells, FluxOR thallium flux, B-score; Potassium channel subfamily K member 3 (Homo sapiens), O14649; FluxOR fluorescence; hits give low values; B-score at 10 µM; 0.84% of 340,000 active;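 active = B-score under library mean minus 4 SD, starting fluorescence ratio at most library mean plus 5 SD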;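 also: more negative B-score means stronger inhibition of thallium flux through KCNK3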
TMEM16A act: TMEM16A chloride channel activators or potentiators, primary screen, cell-based, HTS; Anoctamin-1 (Mus musculus), Q8BHY3; 0.3% of 340,000 active; AID 623877, 2012; HEK293 TMEM16A/YFP-H148Q/I152L, iodide quench fluorescence; hits give low values; B-score at 10 µM;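 active = fluorescence-ratio B-score plate-corrected deviation score at least 3 library SD below zero, with starting fluorescence score within 5 deviations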;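 also: channel opened by trigger with iodide after compound preincubation; score built on the fluorescence ratio of max minus min over baseline; more negative score means more quench and so TMEM16A activation or potentiation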
hERG protect: hERG rescue from dofetilide block, primary screen, cell-based, CHO-hERG, FluxOR thallium flux, dofetilide IC70 | dofetilide IC70 present | 0.51% of 310,000 active | AID 1511, 2009 | activation (rescue from dofetilide block), less the hit threshold, % at 10 µM;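 active = activation above the mean of controls blocked by dofetilide plus 5 SD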;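 also: thallium influx through hERG after potassium depolarization seen as dye fluorescence rise; in these data hits start at about 4.7%; inactives centre near -7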
Target sequence (Q12809 whole entry, looked up): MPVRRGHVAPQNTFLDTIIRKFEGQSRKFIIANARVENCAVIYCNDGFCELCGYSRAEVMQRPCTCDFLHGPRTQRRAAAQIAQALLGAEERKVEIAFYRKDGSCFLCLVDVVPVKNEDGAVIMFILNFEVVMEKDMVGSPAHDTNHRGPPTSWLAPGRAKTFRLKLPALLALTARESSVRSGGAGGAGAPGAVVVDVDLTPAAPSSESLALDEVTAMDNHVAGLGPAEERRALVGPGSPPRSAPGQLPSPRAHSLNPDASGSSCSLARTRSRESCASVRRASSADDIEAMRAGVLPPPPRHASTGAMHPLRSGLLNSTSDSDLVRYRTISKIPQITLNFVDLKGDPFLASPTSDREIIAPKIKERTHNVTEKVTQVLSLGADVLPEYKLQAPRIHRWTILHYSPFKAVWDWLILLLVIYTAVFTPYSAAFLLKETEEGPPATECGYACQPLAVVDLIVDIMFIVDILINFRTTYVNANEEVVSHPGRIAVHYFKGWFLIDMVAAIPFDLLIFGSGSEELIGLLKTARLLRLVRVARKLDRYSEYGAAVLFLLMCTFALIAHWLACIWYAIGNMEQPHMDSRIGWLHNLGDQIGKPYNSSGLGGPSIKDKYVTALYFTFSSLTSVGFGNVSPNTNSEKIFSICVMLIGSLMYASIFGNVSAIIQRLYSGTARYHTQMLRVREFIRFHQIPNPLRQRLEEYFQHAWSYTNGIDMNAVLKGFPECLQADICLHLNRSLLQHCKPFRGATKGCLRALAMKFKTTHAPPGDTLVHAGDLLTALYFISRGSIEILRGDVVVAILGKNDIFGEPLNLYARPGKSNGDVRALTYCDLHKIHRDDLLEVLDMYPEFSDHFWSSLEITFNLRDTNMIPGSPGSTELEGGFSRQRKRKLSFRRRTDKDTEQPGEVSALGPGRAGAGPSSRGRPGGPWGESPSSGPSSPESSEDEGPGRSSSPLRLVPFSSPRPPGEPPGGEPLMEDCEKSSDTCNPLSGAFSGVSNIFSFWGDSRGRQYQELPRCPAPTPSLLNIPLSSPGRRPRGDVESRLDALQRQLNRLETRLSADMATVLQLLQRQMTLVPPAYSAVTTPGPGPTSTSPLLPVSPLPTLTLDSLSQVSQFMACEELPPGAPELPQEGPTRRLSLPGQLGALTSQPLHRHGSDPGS
RGS4 act: RGS4 potentiators or activators, primary screen, cell-based, HEK293 M3R inducible RGS4, calcium flux | 0.92% of 310,000 active | B-score at 10 µM | AID 463111, 2010 | carbachol calcium flux Fluo4; hits give low values;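 active = B-score of the integrated calcium signal more than 4 SD below the library mean, with starting fluorescence not abnormally high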;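 also: negative B-score means reduced calcium response which marks RGS4 activation or potentiation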
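Reagent: ECmax carbachol challenge; Test system: M3R-expressing HEK293 line, RGS4 induced by doxycycline; Schedule: overnight RGS4 induction, 30 min dye load 37 °C, 20 min compound RT; Detection: calcium dye Fluo4 fluorescence; Read-out: Agonist-evoked peak-minus-minimum fluorescence over baseline, integrated ratio, B score.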
* = called active by the depositor; i = inactive; u = inconclusive; x = not tested or not shown.

SMILES	KCNQ1 act	RGS4 inh	SKKanGAS inh	KCNQ1 block	ANO1 block	HDAC3 inhib	KCNK9 block	KCNK3 block	TMEM16A act	hERG protect	RGS4 act
CC1=C(C(=O)OCc2ccccc2)C(c2ccc(Cl)cc2Cl)NC(=O)N1CCCCCC(=O)O (stereo not drawn)	i	i	37	i	i	2	i	x	x	-23	i
CC(C)c1ccc(/C=C(\NC(=O)c2ccccc2)C(=O)NCCN2CCOCC2)cc1	i	i	3	i	i	u	i	i	i	-7	i
COc1ccc(COc2ccc3ccc(=O)oc3c2)cc1	i	i	6	i	i	3	-12*	-10*	x	-6	i
Cc1oc2c(c1C(=O)N1CCOCC1)C(=O)c1ccccc1C2=O	i	i	19	i	i	8	i	i	i	-17	i
O=C(Nc1ccc2[nH]ncc2c1)c1ccccc1	i	i	-6	i	i	-3	i	i	i	-9	i
COc1ccccc1NC(=O)N(Cc1cc2cc(OC)c(OC)cc2[nH]c1=O)CC1CCCO1 (stereo not drawn)	i	i	10	i	i	-4	i	i	i	-12	i
CCc1ccc(-c2cc(C)no2)cc1S(=O)(=O)Nc1cc(C)on1	i	i	-1	i	i	-4	i	i	i	-3	i
Cc1cc(NC(=O)C2C3C=CC(C3)C2C(=O)O)no1 (stereo not drawn)	i	i	3	i	i	2	i	i	i	-10	i
Clc1ccccc1-c1nnc2sc(-c3ccncc3)nn12	i	i	7	i	i	-12	i	i	i	-6	i
CCOC(=O)N1CCN(C(=O)COC(=O)C2CCN(S(=O)(=O)c3c(C)c(C)cc(C)c3C)CC2)CC1	i	i	22	i	i	5	i	i	i	-19	i
CCCC(C(=O)NC1CCCC1)N(C(=O)Cn1nnc(-c2ccc(C)o2)n1)c1ccccc1OC (stereo not drawn)	i	i	-9	i	i	2	i	i	i	-1	i
CCOC(=O)C(Cc1ccccc1)NC(=O)CCc1nnc2ccc(N3CCCC3)nn12 (stereo not drawn)	i	i	-4	i	i	-4	i	i	i	-13	i
CCOC(CCNC(=O)c1cc2c(=O)[nH]c3ccccc3c2s1)OCC	i	i	-1	i	i	-12	i	i	i	-1	i
O=C(c1ccc(NS(=O)(=O)c2cccs2)cc1)N1CCOCC1	i	i	-3	i	i	-24	i	i	i	-10	i
CCn1c(O)c(C2=NCCCC2)c2ccccc21	i	i	-8	i	i	-3	i	i	i	-2	i
COc1cc(/C=N/NC(=S)Nc2cccc(S(=O)(=O)N(C)C)c2)ccc1O	i	i	-7	i	i	x	i	i	i	-7	i
COc1cc2c(cc1NC(=O)CSc1nnnn1-c1ccccc1)oc1ccccc12	i	i	5	i	i	-3	i	i	i	-6	i
Cc1ccc(-n2ncc3c(=O)n(CC(=O)NCc4ccco4)cnc32)cc1C	i	i	-6	i	i	2	i	i	i	-13	i
Cc1ccc(C(=O)c2c(NC(=O)CSc3nnc(N)s3)sc3c2CCCC3)cc1	i	i	12	i	i	-1	i	i	i	-8	i
COc1ccc(/C(N)=N/OC(=O)c2cccc([N+](=O)[O-])c2)cc1	i	i	7	i	i	0	i	i	i	-4	i
COc1ccc(OC)c(-c2cc(C(=O)Nc3cccc(Cl)c3)no2)c1	i	i	-13	i	i	-22	i	i	i	-11	i
CCCCN(CCCC)CC(O)CN1C(=O)NC(C)(C)C1=O (stereo not drawn)	i	i	1	i	i	6	i	i	i	-8	i
CSc1ncccc1C(=O)NCc1ccccc1Cl	i	i	-1	i	i	-2	i	i	i	-10	i
CCOC(=O)c1[nH]c(C)c(C)c1C	i	i	-5	i	i	3	i	i	i	-9	i
COc1cc(C(=O)NCc2ncccc2C)ccc1OC1CCN(C(C)=O)CC1	i	i	-1	i	i	x	i	i	i	-4	i
Cc1nc2nc(SCc3ccc([N+](=O)[O-])cc3)[nH]c2cc1Br	i	i	-1	i	i	2	i	i	i	-3	i
CC(C)(C)c1ccc(C(=O)NNC(=O)C2CCCCC2)cc1	i	i	12	i	i	-2	i	i	i	-5	i
COC(=O)c1cc(NC(=O)C2CCCN(S(=O)(=O)c3c(C)n[nH]c3C)C2)cc(C(=O)OC)c1 (stereo not drawn)	i	i	-4	i	i	1	i	x	x	-11	i
O=C(NCCOC12CC3CC(CC(C3)C1)C2)c1cccc(Br)c1	i	i	1	i	i	1	i	i	i	-10	i
COc1cccc(C(=O)Nc2ccccc2N2CCOCC2)c1	i	i	0	i	i	2	i	i	i	-21	i

Next section (two carried over from the part before).
SMILES	KCNQ1 act	RGS4 inh	SKKanGAS inh	KCNQ1 block	ANO1 block	HDAC3 inhib	KCNK9 block	KCNK3 block	TMEM16A act	hERG protect	RGS4 act
O=C(NCCOC12CC3CC(CC(C3)C1)C2)c1cccc(Br)c1	i	i	1	i	i	1	i	i	i	-10	i
COc1cccc(C(=O)Nc2ccccc2N2CCOCC2)c1	i	i	0	i	i	2	i	i	i	-21	i
CCN(CCCNC(=O)Cn1ncc2c(=O)oc3ccccc3c21)c1cccc(C)c1	i	i	-3	i	i	0	i	i	i	-7	i
Cc1ccc2nsnc2c1NC(=O)c1cncc(Br)c1	i	i	2	i	i	2	i	i	i	-5	i
Cc1noc2ncnc(N3CCN(c4ccc(F)cc4)CC3)c12	i	i	5	i	i	3	i	i	i	-4	i
CC1(C)Cc2c(c(=S)nc(-c3ccccc3)n2Cc2cccnc2)CO1	i	i	-4	i	i	2	i	i	i	-15	i
CCCc1nc2c(nnn2Cc2ccccc2)c(=O)[nH]1	i	i	0	i	i	0	i	i	i	-12	i
COc1cccc(C(=O)N=c2sc3c(C)ccc(OC)c3n2C)c1	i	i	0	i	i	-10	i	i	i	-14	i
CCc1ccc2c(c1)[C@H]1OCC[C@H]1[C@@H](c1cccs1)N2	i	i	-5	i	i	-3	i	i	i	-8	i
Cc1ccc(N2C(=O)N(CC(=O)NCc3ccc(Cl)cc3)C(=O)C2C)cc1 (stereo not drawn)	i	i	-2	i	i	3	i	i	i	-4	i
CC(C)c1ccccc1OS(N)(=O)=O	i	i	2	i	i	-2	i	i	i	-3	i
O=C(NC(NC(=S)Nc1ccccc1C(=O)O)C(Cl)(Cl)Cl)c1cccc([N+](=O)[O-])c1 (stereo not drawn)	i	i	-19	i	i	-2	i	i	i	-10	i
CCn1c(=O)cc(N2CCOCC2)[nH]c1=O	i	i	2	i	i	-15	i	i	i	-6	i
CCOC(=O)CCN(Cc1ccccc1)S(=O)(=O)c1csc(C(N)=O)c1	i	i	0	i	i	8	i	i	i	-9	i
COc1cc(CN(C)C(C)C(=O)Nc2ccc([N+](=O)[O-])cc2Cl)ccc1OC(F)F (stereo not drawn)	i	i	11	i	i	5	i	i	i	-12	i
Cc1ccc(S(=O)(=O)NC(=NC2CCCCC2)c2ccc(Cl)cc2)cc1	i	i	2	i	i	0	i	i	i	-3	i
COc1ccccc1N1C(=O)c2ccc(C(=O)Nc3ccc(C(=O)O)cc3)cc2C1=O	i	i	3	i	i	-11	i	i	i	-3	i
COc1cccc(C(=O)Nc2ccc(NC(=O)C(C)(C)C)cn2)c1	i	i	2	i	i	-1	i	i	i	-2	i
O=C(O)C1CC=CCC1C(=O)NNS(=O)(=O)c1ccccc1 (stereo not drawn)	i	i	0	i	i	-7	i	i	i	-5	i
CCC(CC)NC(=O)CCc1nc2ccccc2c(=O)[nH]1	i	i	-11	i	i	0	i	i	i	-6	i
Cc1cc(Cl)c(S(N)(=O)=O)cc1OCC(N)=O	i	i	6	i	i	9	i	i	i	-8	i
O=C(NC1CCCC1)C(NS(=O)(=O)c1cccc2nsnc12)c1ccccc1 (stereo not drawn)	i	i	8	i	i	4	i	i	i	-6	i
COc1cc(C(=O)OCC(=O)Nc2c(F)c(F)c(F)c(F)c2F)cc(OC)c1OC	i	i	-9	i	i	6	i	i	i	-10	i
CC(=O)c1c(C)[nH]c(C(=O)NCc2cccs2)c1C	i	i	-3	i	i	-6	i	i	i	-7	i
Cc1ccc(S(=O)(=O)N(C)C2(C)CCS(=O)(=O)C2)cc1 (stereo not drawn)	i	i	3	i	i	-3	i	i	i	-8	i
COc1ccc(N2Cc3cccc(C(=O)N4CCOCC4)c3C2=O)cc1	i	i	5	i	i	-3	i	i	i	-3	i
Cc1c(Br)c(C(F)(F)F)nn1CC(=O)NCCN1CCOCC1	i	i	11	i	i	-5	i	i	i	-2	i
FC(F)(F)c1ccc(Cl)c(NC2=NCCCCC2)c1	i	i	-5	i	i	-4	i	i	i	-2	i
c1ccc(Cn2nnnc2CN2CCOCC2)cc1	i	i	12	i	i	3	i	i	i	-7	i
CCCOc1ccc(C(=O)NNC(=S)NC(=O)c2cccs2)cc1	38*	i	74*	i	100*	7	i	i	i	8.8*	-8.6*
CCOC(=O)c1sc(=NC(=O)/C=C/c2cccs2)n(C)c1C	i	i	-2	i	i	1	i	i	i	-7	i
O=C(c1ccccc1)N1CCN(C(=O)C23CC4CC(CC(C4)C2)C3)CC1	i	i	2	i	i	19	i	i	i	-6	i
Cc1onc(-c2c(F)cccc2Cl)c1C(=O)NCCc1ccc(S(N)(=O)=O)cc1	i	i	1	i	i	-4	i	i	i	-1	i
Cc1ccc(C(CC(=O)N2CCNCC2)c2ccccc2)c(O)c1C (stereo not drawn)	i	i	6	i	i	4	i	i	i	-7	i
COc1ccccc1C(=O)COC(=O)C1CCN(S(=O)(=O)c2ccc(C)c(C)c2)CC1	i	i	19	i	i	-2	i	i	i	-18	i
COc1cc(NC(=O)c2ccc([N+](=O)[O-])cc2)ccc1NC(=O)C(C)C	i	i	1	i	i	-2	i	i	i	-2	i
[O-]C1=N/[N+](=C/c2ccc(Cl)c(Cl)c2)CC1	i	i	3	i	i	10	i	i	i	-3	i

High-throughput results deposited in PubChem BioAssay by several laboratories.
